Screening data from PubChem.
ASAP1 inh: inhibitors of human ASAP1 ArfGAP activity, primary screen, biochemical, fluorescence polarization; inhibition, % at 16.5 µM; ASAP1-stimulated ARF1 GTP hydrolysis, GDP FP detection; Arf-GAP with SH3 domain, ANK repeat and PH domain-containing protein 1 (Homo sapiens), …; 360,000 compounds, 0.19% hits; in the data active = inhibition above about 25%;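 also: 0% = vehicle with enzyme and substrate and 100% = no enzyme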
PLC-beta3 inh: human PLC-beta3 inhibitors, primary screen, biochemical, fluorescence; Purified PLC-beta3, fluorogenic substrate; inhibition, % at 12.2 µM; 370,000 compounds, 0.18% hits; in the data active = inhibition above about 11%;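 also: 0% = median of compound wells on plate and 100% = full blocker control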
ARFGAP1 inh: inhibitors of rat ARFGAP1 GAP activity, primary screen, biochemical, fluorescence polarization, GDP tracer; Arfgap1-stimulated ARF1 GTP hydrolysis, GDP FP detection; inhibition, % at 16.5 µM; ADP-ribosylation factor GTPase-activating protein 1 (Rattus norvegicus), Q62848; 360,000 compounds, 0.26% hits;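 active = inhibition above a per-plate limit, mean inhibition of low control wells plus 3 SD, cut at about 25% in these data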;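 also: 0% = DMSO wells with enzyme and 100% = wells lacking Arfgap1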
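Material: truncated rat Arfgap1 GAP domain; Incubation: compound-enzyme preincubation 20 min, reaction 120 min, detection 60 min, 25 °C; Read-out: percent inhibition of Arfgap1-stimulated GTP hydrolysis; Technique: FP, GDP Alexa 633 tracer displaced from anti-GDP antibody, 620/688 nm; Controls: No-Arfgap1 wells (100%) versus DMSO full-reaction wells (0%); Replication: single well per compound.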
DDE Tn7 FP inh: inhibitors of Tn7 peptide binding to fibrin DD(E), primary screen, biochemical, fluorescence polarization, human fibrin, Tn7 probe; FP displacement of FITC-Tn7 peptide from fibrin DD(E); 0% = median of compound wells per plate; Fibrinogen beta chain (Homo sapiens), P02675; 370,000 compounds, 0.13% hits; inhibition, % at 8.3 µM;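 active = inhibition above the mean of compounds falling within the control limits plus 3 SD of them, cut at about 14% in these data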;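 also: 0% = plate median of compound wells and 100% = 10 µM Aha-Tn7 peptide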
Target sequence (P02675 whole entry, looked up): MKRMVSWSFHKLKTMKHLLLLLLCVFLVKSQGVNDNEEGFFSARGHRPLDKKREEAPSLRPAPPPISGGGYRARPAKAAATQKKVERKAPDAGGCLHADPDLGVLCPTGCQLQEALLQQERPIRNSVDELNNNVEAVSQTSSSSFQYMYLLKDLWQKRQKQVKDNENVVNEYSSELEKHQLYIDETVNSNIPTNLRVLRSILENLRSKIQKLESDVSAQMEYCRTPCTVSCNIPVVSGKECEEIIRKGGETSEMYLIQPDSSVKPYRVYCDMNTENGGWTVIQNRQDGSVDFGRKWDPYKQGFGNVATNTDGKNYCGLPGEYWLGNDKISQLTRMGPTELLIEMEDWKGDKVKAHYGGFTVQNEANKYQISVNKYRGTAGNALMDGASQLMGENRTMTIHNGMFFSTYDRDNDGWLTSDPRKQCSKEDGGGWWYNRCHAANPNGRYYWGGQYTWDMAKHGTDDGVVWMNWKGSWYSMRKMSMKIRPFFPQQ
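System: human fibrin DD(E); quantity: Fibrin-DD(E) at 2 µM final; also added: fluorescent Tn7 probe at 0.1 µM; compound dosing: single nominal test concentration of 8.3 µM per compound; schedule: 10 min preincubation, 3 h with tracer, room temperature; detection: fluorescence polarization of the labelled Tn7 tracer; repeats: one replicate per compound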
KLK7 zymogen act: proKLK7 zymogen activators, primary screen, biochemical, fluorescence intensity; Kallikrein-7 (Homo sapiens), P49862; purified proKLK7, EDANS-DABCYL substrate fluorescence; 100% is mature enzyme control, 0% vehicle; activation, % at 7 µM; 370,000 compounds, 0.9% hits;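 active = activation above the mean of all tested compounds plus 3 SD, computed per campaign excluding outliers beyond control limits, cut at about 13% in these data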
MBD2 DNA inh: inhibitors of MBD2 binding to methylated DNA, primary screen, biochemical, TR-FRET, DNA-binding domain, human | Methyl-CpG-binding domain protein 2 (Homo sapiens), Q9UBB5 | MBD2 binding to methylated oligonucleotide | inhibition, % at 4.4 µM | 370,000 compounds, 0.31% hits | AID 686964, 2013; in the data active = inhibition above about 13%
Tn6 DDE FP: inhibitors of Tn6 peptide binding to fibrin DD(E), primary screen, biochemical, fluorescence polarization, human fibrin, Tn6 probe; Fibrinogen beta chain (Homo sapiens), P02675; Fibrin DD(E) TRITC-Tn6 fluorescence polarization displacement; inhibition, % at 8.3 µM; 370,000 compounds, 0.21% hits; AID 720509, 2013;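 active = inhibition above a per-campaign cutoff: mean of compounds within control limits plus 3 SD, cut at about 15% in these data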;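 also: 0% = median of all compound wells on the plate and 100% = blocking peptide control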
ADAM17 inh: ADAM17 inhibitors, primary screen, biochemical, QFRET. Disintegrin and metalloproteinase domain-containing protein 17 (Homo sapiens), P78536. recombinant ADAM17, EDANS/DABCYL FRET peptide cleavage. inhibition, % at 6.95 µM. 370,000 compounds, 0.83% hits;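 active = inhibition above the mean of compounds lying between control limits plus 3 SD, set per campaign, cut at about 8.5% in these data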;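 also: 0% = DMSO-only wells as the low control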
Target sequence (P78536 215-824 limits assumed): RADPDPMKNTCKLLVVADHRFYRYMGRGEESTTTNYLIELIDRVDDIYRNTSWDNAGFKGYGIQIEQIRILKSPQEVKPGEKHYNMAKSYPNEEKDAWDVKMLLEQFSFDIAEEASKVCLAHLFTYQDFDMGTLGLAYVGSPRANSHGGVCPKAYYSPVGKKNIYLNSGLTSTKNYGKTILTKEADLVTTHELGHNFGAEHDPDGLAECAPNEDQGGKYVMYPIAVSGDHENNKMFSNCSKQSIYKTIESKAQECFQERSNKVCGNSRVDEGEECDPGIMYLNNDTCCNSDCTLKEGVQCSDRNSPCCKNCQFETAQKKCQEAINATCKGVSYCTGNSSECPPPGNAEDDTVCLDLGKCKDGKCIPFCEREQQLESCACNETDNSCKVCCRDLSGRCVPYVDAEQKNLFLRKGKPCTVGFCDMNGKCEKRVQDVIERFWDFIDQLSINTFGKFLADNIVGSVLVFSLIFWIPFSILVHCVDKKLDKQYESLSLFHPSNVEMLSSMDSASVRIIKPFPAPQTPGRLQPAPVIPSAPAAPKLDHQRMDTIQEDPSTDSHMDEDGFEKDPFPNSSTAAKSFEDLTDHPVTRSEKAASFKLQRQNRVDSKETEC
PLC-gamma1 inh: PLC-gamma1 enzyme inhibitors, primary screen, biochemical, fluorescence, purified enzyme. 1-phosphatidylinositol 4,5-bisphosphate phosphodiesterase gamma-1 (Homo sapiens), P19174. fluorogenic substrate. inhibition, % at 12.2 µM. 370,000 compounds, 0.84% hits; in the data active = inhibition above about 9.5%
UHRF1 MBD2 ctr: UHRF1 methylated DNA binding inhibitors, primary screen, counter-screen for MBD2 inhibitor project, biochemical, TR-FRET, human UHRF1, single concentration; inhibition, % at 4.4 µM; UHRF1 binding to methylated oligo; E3 ubiquitin-protein ligase UHRF1 (Homo sapiens), Q96T88; 370,000 compounds, 0.75% hits; in the data active = inhibition above about 21%;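 also: UHRF1 SRA domain binding a hemimethylated CpG hairpin DNA probe; 0% = median of test compound wells and 100% = reference inhibitor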
* marks the source's active call; other numbers are inactive results.

#1 COC(=O)C1=C(CS(=O)(=O)c2ccc(C)cc2)NC(=O)NC1c1ccc(OC)c(OC)c1 (stereo not given)
#2 Cc1ccc(C2(C)NC(=O)N(CC(=O)NC(C)c3ccccc3)C2=O)cc1 (stereo not given)
#3 Cc1[nH]n(-c2ccc(Cl)c(Cl)c2)c(=O)c1CCO
#4 O=C(NC1CCCCC1)C12CC3CC(C1)CC(n1cncn1)(C3)C2
#5 OCC[C@H]1C[C@H](O)[C@@H](O)[C@]2(CCc3ccccc3O2)O1
#6 CCc1ccccc1N(C1=NCCCS1)S(=O)(=O)c1ccc(C(C)(C)C)cc1
#7 COc1ccc(C2C(C(N)=O)=C(C)Nc3ncnn32)cc1 (stereo not given)
#8 O=[N+]([O-])c1ccc(OCc2n[nH]c(=S)n2-c2ccccc2)cc1
Screen / compound no.	1	2	3	4	5	6	7	8
ASAP1 inh	-15	-4	11	1	-11	1	-3	5
PLC-beta3 inh	-9	-5	0	-1	1	6	6	-3
ARFGAP1 inh	-4	5	16	0	-4	3	0	0
DDE Tn7 FP inh	-3	2	5	1	5	3	-4	-4
KLK7 zymogen act	0.1	0.0	0.3	0.1	0.5	-0.8	-0.1	0.7
MBD2 DNA inh	3	-1	-4	-4	-6	-2	3	-3
Tn6 DDE FP	1	1	5	4	-2	-4	3	3
ADAM17 inh	-2	-3	0	0	0	0	-2	-2
PLC-gamma1 inh	-1	-1	1	9	1	9	3	6
UHRF1 MBD2 ctr	2	-2	-1	-2	-1	3	2	0

#9 COc1ccc(S(=O)(=O)N2CCC(C)CC2)cc1N(C)S(=O)(=O)c1ccccc1
#10 CC1CCN(C(=O)COC(=O)c2ccccc2NC(=O)c2ccco2)CC1
#11 COc1cc(OC)cc(C(=O)NCC(=O)OCC(=O)Nc2cc(S(C)(=O)=O)ccc2Cl)c1
#12 O=C(CCCN1C(=O)/C(=C/c2ccccc2OC(F)F)SC1=S)Nc1cccnc1
#13 Cc1csc(NC(=O)c2ccc3ccccc3n2)n1
#14 COCCCNC(=O)c1cccc2c(-c3ccnn3C)coc12
#15 COc1ccc(Nc2ccc(S(=O)(=O)N3CCCCC3)cc2[N+](=O)[O-])cc1OC
#16 CCOC(=O)c1ccc(-c2cccc(C(F)(F)F)c2)nc1C
Screen / compound no.	9	10	11	12	13	14	15	16
ASAP1 inh	-1	10	2	3	19	-27	-8	-3
PLC-beta3 inh	-6	-27	-10	3	-4	6	-2	2
ARFGAP1 inh	22	-9	1	16	6	-6	-2	-8
DDE Tn7 FP inh	4	2	-2	2	-3	-9	6	-2
KLK7 zymogen act	0.6	0.2	0.4	1.1	0.6	0.2	0.5	-0.4
MBD2 DNA inh	-2	-3	-1	-3	-8	0	5	1
Tn6 DDE FP	-5	3	-2	-9	-8	5	-4	5
ADAM17 inh	-4	-28	-8	8	5	1	-3	-2
PLC-gamma1 inh	1	-11	0	5	4	2	0	0
UHRF1 MBD2 ctr	2	-2	-4	-2	-2	-3	3	-3

Next section, starting with the last 3 of the part before.
#14 COCCCNC(=O)c1cccc2c(-c3ccnn3C)coc12
#15 COc1ccc(Nc2ccc(S(=O)(=O)N3CCCCC3)cc2[N+](=O)[O-])cc1OC
#16 CCOC(=O)c1ccc(-c2cccc(C(F)(F)F)c2)nc1C
#17 O=C(c1cccc(F)c1)N(Cc1nc2ccccc2c(=O)[nH]1)C1CCCC1
#18 C/C(Nc1ccc(F)cc1)=C(/C#N)C(N)=O
#19 CCNCC(=O)Nc1c(C)cccc1C
#20 COc1ccc(Nc2nc(-c3ccccc3)nc3ccccc23)cc1
#21 COc1nnc(-c2ccc(C(=O)N3C[C@@H]4C[C@H](C3)c3cccc(=O)n3C4)cc2)c2ccccc12
#22 COc1cc(OC)c(N(C)C(=O)CCNC(=O)Cn2cnc3ccccc3c2=O)cc1Cl
#23 Cn1c(N2CCC(C(N)=O)CC2)nc2c1c(=O)n(Cc1cccc(Br)c1)c(=O)n2C
#24 COc1ccc(C)cc1S(=O)(=O)Nc1cc2c3c(c1)CCC(=O)N3CCC2
Screen / compound no.	14	15	16	17	18	19	20	21	22	23	24
ASAP1 inh	-27	-8	-3	-4	-18	-8	11	15	-2	2	3
PLC-beta3 inh	6	-2	2	-7	2	1	-171	3	3	-3	0
ARFGAP1 inh	-6	-2	-8	3	3	-12	13	3	-1	0	-4
DDE Tn7 FP inh	-9	6	-2	-1	6	-5	-8	8	-4	4	-4
KLK7 zymogen act	0.2	0.5	-0.4	0.1	-0.4	-0.1	2.4	-0.4	-0.2	0.4	0.1
MBD2 DNA inh	0	5	1	-2	-6	-1	-6	-5	1	4	-3
Tn6 DDE FP	5	-4	5	-3	0	2	0	2	0	-2	0
ADAM17 inh	1	-3	-2	-1	-5	-5	1	9.6*	-5	-3	0
PLC-gamma1 inh	2	0	0	2	-1	2	-115	9	0	0	-1
UHRF1 MBD2 ctr	-3	3	-3	-1	1	-1	-5	5	-2	-1	0

#25 COc1ccccc1/C=C1\SC(=O)N(CC(=O)N(C)C2CCS(=O)(=O)C2)C1=O (stereo not given)
#26 Cc1nc(SCC#N)c2c(C)c(C)sc2n1
#27 Cc1ccc2nc(NS(=O)(=O)c3cn(C)nc3C)sc2c1
#28 CCOC(=O)c1sc2nc(CC(C)C)c3c(c2c1N)CCC3
#29 COc1ccc2cc(C(=O)c3ccccc3)c(=O)oc2c1
#30 CCOC(=O)c1ccc(NC(=O)c2nc[nH]c2C(=O)NCCCCCNC(=O)OC(C)(C)C)cc1
#31 Cc1ccc(OCC(=O)Nc2ccc(Cl)cc2)c([N+](=O)[O-])n1
#32 COC(=O)[C@H]1C2CCC(C(=O)OC)(CC2)[C@H]1C(=O)OC
Screen / compound no.	25	26	27	28	29	30	31	32
ASAP1 inh	-10	-4	23	-2	-9	14	-8	-9
PLC-beta3 inh	-20	0	-6	-194	-10	0	-6	-6
ARFGAP1 inh	-8	1	-3	1	12	6	2	20
DDE Tn7 FP inh	8	-2	2	5	-4	-2	-2	-9
KLK7 zymogen act	-0.3	-0.2	-0.9	-12	0.0	0.3	0.0	0.3
MBD2 DNA inh	-8	1	5	-2	-6	0	0	-1
Tn6 DDE FP	9	-1	7	-3	-5	5	-1	6
ADAM17 inh	-3	-3	-1	-57	-13	0	0	-8
PLC-gamma1 inh	-11	5	0	-182	-9	1	2	1
UHRF1 MBD2 ctr	-5	2	0	0	-1	-1	3	1

#33 COc1cccc(NC(=O)CN(C)C(=O)c2ccc(COc3ccccc3)cc2)c1
#34 O=C(NC1CCCC1)C(c1ccc(N2CCOCC2)cc1)N(Cc1ccccc1)C(=O)c1ccco1 (stereo not given)
#35 COc1ccc(C(c2nnnn2Cc2ccccc2)N2CCN(C/C=C/c3ccccc3)CC2)cc1 (stereo not given)
#36 CCCCn1c(N)c(N(CCOC)C(=O)c2cc(-c3ccccc3Cl)nc3ccccc23)c(=O)[nH]c1=O
#37 CN1/C(=C/C(=O)CSc2ccccc2C(=O)O)C(C)(C)c2ccccc21
#38 CCn1c(CNC(=O)c2ccco2)nnc1SCC(=O)Nc1ccccc1Cl
#39 Cc1ccc(C(=O)NCC(=O)NCCCc2ccccc2)s1
#40 O=C(CNC(=O)c1ccco1)N/N=C/c1ccc(C(=O)O)cc1
Screen / compound no.	33	34	35	36	37	38	39	40
ASAP1 inh	5	3	-10	-22	6	-6	4	3
PLC-beta3 inh	-11	4	1	-11	-65	0	-5	-5
ARFGAP1 inh	-8	-17	-9	11	-9	-6	-9	2
DDE Tn7 FP inh	1	-7	0	-2	-10	-1	3	-2
KLK7 zymogen act	0.2	0.3	0.2	1.0	1.2	0.5	0.0	0.6
MBD2 DNA inh	1	-4	-7	2	-3	-3	4	-1
Tn6 DDE FP	-6	-2	-10	0	-7	-4	8	-4
ADAM17 inh	-2	-2	12*	-1	-28	-2	-4	2
PLC-gamma1 inh	-4	0	14*	-9	-39	1	-1	0
UHRF1 MBD2 ctr	5	0	2	-1	-1	1	1	1

Reprinted at random: three compounds from above.
#33 COc1cccc(NC(=O)CN(C)C(=O)c2ccc(COc3ccccc3)cc2)c1
#34 O=C(NC1CCCC1)C(c1ccc(N2CCOCC2)cc1)N(Cc1ccccc1)C(=O)c1ccco1 (stereo not given)
#39 Cc1ccc(C(=O)NCC(=O)NCCCc2ccccc2)s1
Screen / compound no.	33	34	39
ASAP1 inh	5	3	4
PLC-beta3 inh	-11	4	-5
ARFGAP1 inh	-8	-17	-9
DDE Tn7 FP inh	1	-7	3
KLK7 zymogen act	0.2	0.3	0.0
MBD2 DNA inh	1	-4	4
Tn6 DDE FP	-6	-2	8
ADAM17 inh	-2	-2	-4
PLC-gamma1 inh	-4	0	-1
UHRF1 MBD2 ctr	5	0	1

(cont.)
#41 CCOc1ccc(C(=O)Nc2nnc(C3=COCCO3)o2)cc1
#42 Cc1cccc(N2CCN(CCCNC(=O)C3CCCN(c4ncnc5c4nc4n5CCCCC4)C3)CC2C)c1 (stereo not given)
#43 CSCCC(NC(=O)c1cccc(C)c1)C(=O)OCN1C(=O)c2ccccc2C1=O (stereo not given)
#44 CNC1=CC(=O)CC(c2ccccc2)C1 (stereo not given)
#45 Cc1cc(C)c(C)c(S(=O)(=O)N2CCC(C(=O)NCc3ccco3)CC2)c1C
#46 Cc1cccc(N2CCN(C(=S)Nc3ccc4nc(N5CCOCC5)cc(C)c4c3)CC2C)c1 (stereo not given)
#47 O=C(O)CCC(=O)OCCN(Cc1ccc(Oc2ccc([N+](=O)[O-])cc2)cc1)C(=O)C(Cl)Cl
#48 CC1(C)CC(=O)C(C(C2=C(O)CC(C)(C)CC2=O)c2ccc(Cl)c([N+](=O)[O-])c2)C(=O)C1 (stereo not given)
Screen / compound no.	41	42	43	44	45	46	47	48
ASAP1 inh	-1	-11	-11	-8	6	14	-11	9
PLC-beta3 inh	-6	-1	-7	-1	-6	-147	-1	-12
ARFGAP1 inh	-4	4	10	1	-5	-4	-5	-11
DDE Tn7 FP inh	-1	4	-7	1	-3	-6	3	1
KLK7 zymogen act	0.2	-0.4	0.4	0.0	0.0	-1.4	0.6	0.6
MBD2 DNA inh	-7	4	1	-1	-1	2	3	-1
Tn6 DDE FP	5	0	3	-6	-3	-3	-5	9
ADAM17 inh	0	-2	-1	-3	-1	-124	2	-4
PLC-gamma1 inh	-5	0	1	-3	-2	-154	1	-4
UHRF1 MBD2 ctr	-5	-3	-2	-1	3	9	3	-2
